Screening data from PubChem.
Avidin fluor = avidin bead compound fluorescence profile | Avidin beads, compound fluorescence 488/530 nm, flow cytometry; active compounds read high | fluorescence (KMESF) at 10 µM | hit rate 0.38% among 220,000 | AID 1775; in the data active means fluorescence above about 47; further: inactives centre near 10
Bim-Bcl-2 = human Bim-Bcl-2 interaction inhibition; P10415; Bead-based flow cytometry, Bim peptide-Bcl-2 binding; inhibition, % at 10 µM; hit rate 0.06% among 190,000; AID 950; in the data active means inhibition above about 40%; inconclusive means no clear call, values can overlap the other calls;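 further: 0% = no compound wells with probe peptide and 100% = reference peptide inhibitor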
Target sequence (P10415 whole entry, looked up): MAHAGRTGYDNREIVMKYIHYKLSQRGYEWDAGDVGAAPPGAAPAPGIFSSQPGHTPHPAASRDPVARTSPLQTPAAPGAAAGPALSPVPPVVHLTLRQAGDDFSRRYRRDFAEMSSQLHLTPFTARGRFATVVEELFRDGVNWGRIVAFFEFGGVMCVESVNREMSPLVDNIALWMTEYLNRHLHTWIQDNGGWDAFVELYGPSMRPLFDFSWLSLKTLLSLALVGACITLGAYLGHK
RGS7-Gao reg = regulators of human RGS7-Galphao interaction; P09471; Multiplexed bead flow cytometry, RGS7-Galphao binding; actives lie on both sides; binding response (% of control), % at 10 µM; hit rate 0.35% among 220,000; AID 1439; in the data active means binding response below about 49% or above about 150%; inconclusive means no clear call, values can overlap the other calls; inactive means in between;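 further: fluorescent Galphao held in activated GDP-AlF4 state binding bead-coupled RGS7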
Target sequence (P09471 whole entry, looked up): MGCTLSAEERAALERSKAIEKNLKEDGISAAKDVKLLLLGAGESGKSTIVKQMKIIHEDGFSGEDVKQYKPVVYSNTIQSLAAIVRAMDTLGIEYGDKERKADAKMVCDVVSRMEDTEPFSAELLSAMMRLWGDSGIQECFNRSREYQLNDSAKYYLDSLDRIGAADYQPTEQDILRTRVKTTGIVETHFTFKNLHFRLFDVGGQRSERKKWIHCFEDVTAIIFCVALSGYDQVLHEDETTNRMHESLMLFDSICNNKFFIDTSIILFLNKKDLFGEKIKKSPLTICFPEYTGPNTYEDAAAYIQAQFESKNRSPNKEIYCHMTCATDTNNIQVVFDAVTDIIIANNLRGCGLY
Bcl-XL Bim block = human Bim-Bcl-XL interaction inhibition. inhibition, % at 10 µM. AID 1007. Bim peptide-Bcl-XL binding, bead flow cytometry, fluorescence. hit rate 0.04% among 190,000
RGS4-Gao reg = modulates binding of RGS4 to human Galphao. P09471. Multiplexed bead flow cytometry; actives lie on both sides. binding response (% of control), % at 10 µM. hit rate 0.33% among 220,000; in the data active means binding response below about 49% or above about 150%; inactive means in between;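 further: fluorescent Galphao activated with aluminum fluoride binding bead-coupled RGS4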
ABCG2 block = blocks JC-1 efflux by human ABCG2 transporter; Q9UNQ0; IgMXP3 cells, flow cytometry; inhibition, % at 6.6 µM; hit rate 0.1% among 190,000;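 active means inhibition above 80%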;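 further: 0% = DMSO and 100% = nicardipine control wells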
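material = IgMXP3 (ABCG2) plus far-red-tagged CCRF-Adr (ABCB1) cells | amount = 3 million cells/mL, equal mix of both lines | also added = JC-1 transporter substrate | dosing = one concentration, 6.6 µM final | schedule = 10 min at 25 °C | measured by = flow cytometric JC-1 green MFI at 530 nm | read-out basis = percent efflux inhibition, scaled nicardipine 100% to DMSO 0%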
ABCB1 block = human ABCB1 inhibition, ABCG2 as counter-screen; hit rate 0.067% among 190,000; P08183; CCRF-Adr cells, JC-1 efflux, flow cytometry; AID 1326; inhibition, % at 6.6 µM; in the data active means inhibition above about 40%;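 further: 0% = vehicle and 100% = reference inhibitor; higher value means more JC-1 retained so stronger ABCB1 efflux block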
Bcl-W Bim block = disrupts Bim peptide binding to human Bcl-W. Q92843. bead-based flow cytometry. inhibition, % at 10 µM. hit rate 0.02% among 190,000. AID 952;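 further: 0% = bound tracer without compound and 100% = peptide blocker; higher means less fluorescent Bim peptide bound to Bcl-W beads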
Target sequence (Q92843 whole entry, looked up): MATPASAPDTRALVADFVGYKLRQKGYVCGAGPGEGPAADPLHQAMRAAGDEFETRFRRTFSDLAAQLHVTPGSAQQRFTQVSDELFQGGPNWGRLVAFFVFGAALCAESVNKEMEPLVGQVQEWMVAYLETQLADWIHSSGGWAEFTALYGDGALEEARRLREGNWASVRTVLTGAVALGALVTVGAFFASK
GSH fluor = GSH bead compound fluorescence profile; GSH beads flow cytometry, compound fluorescence 488/530 nm; active compounds read high; fluorescence (KMESF) at 10 µM; hit rate 0.25% among 190,000; in the data active means fluorescence above about 89;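 further: glutathione beads carrying GST-tagged Bcl family fusion proteins plus one bare bead set; values are compound well signal with DMSO vehicle wells as background; inactives centre near 16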
Bfl-1 Bim block = human Bim-Bfl-1 interaction inhibition. Q16548. AID 1008. hit rate 0.12% among 190,000. inhibition, % at 10 µM. Bead-based flow cytometry, Bim-Bfl-1 binding inhibition;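 further: 0% = wells without compound plus tracer and 100% = blocker peptide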
Bcl-B Bim block = human Bim-Bcl-B interaction inhibition. bead-based flow cytometry, Bim peptide-Bcl-B binding. inhibition, % at 10 µM. hit rate 0.073% among 190,000. AID 951;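 further: 0% = tracer peptide without compound and 100% = reference inhibitor peptide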
Target sequence (Q9HD36 whole entry, looked up): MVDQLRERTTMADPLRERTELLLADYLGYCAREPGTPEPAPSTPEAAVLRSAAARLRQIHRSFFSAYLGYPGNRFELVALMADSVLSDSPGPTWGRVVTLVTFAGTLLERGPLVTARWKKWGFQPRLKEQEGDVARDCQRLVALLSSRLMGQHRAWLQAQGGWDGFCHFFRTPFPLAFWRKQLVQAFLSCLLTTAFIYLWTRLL
Numbers without * were called inactive; ? = inconclusive. Unless noted, no stated cut-off is given here; in the data, active means inhibition above about 40%. Outcome played no part in choosing rows (roughly 1.3% active in at least one column).

SMILES | Avidin fluor | Bim-Bcl-2 | RGS7-Gao reg | Bcl-XL Bim block | RGS4-Gao reg | ABCG2 block | ABCB1 block | Bcl-W Bim block | GSH fluor | Bfl-1 Bim block | Bcl-B Bim block
COc1c(C)cccc1C(=O)NC(=S)Nc1cccc2nsnc12 | 10 | 1 | 102 | -3 | 99 | 1 | 0.1 | -1 | 17 | -1 | -12
CNC(=S)NNC(=O)c1noc(C)c1C(=O)N1CCN(C(c2ccccc2)c2ccccc2)CC1 | 14 | -2 | 96 | -3 | 100 | -1 | -0.6 | -2 | 13 | -1 | -4
Cc1[nH]nc2c1C(c1cccc(OC(=O)N3CCOCC3)c1)C(C#N)=C(N)O2 (stereo unspecified) | 8 | -3 | 105 | 0 | 105 | 1 | 0.0 | -4 | 23 | -3 | -1
O=C(C/C=N\OCc1c(Cl)cccc1Cl)Oc1ccc(Cl)cc1Cl | 12 | 0 | 99 | -2 | 97 | 1 | 0.4 | -3 | 25 | -2 | -1
O=C(NCc1cccs1)c1cc(-c2ccccc2)on1 | 17 | 0 | 101 | 0 | 100 | 7 | 1.3 | -3 | 15 | 0 | -2
C/C(=N\NC(=O)CCn1nc(C)cc1C)C(C)(C)C | 4 | 0 | 104 | 9 | 96 | 3 | 0.3 | 9 | 17 | 7 | 9
CC1(C)c2ccccc2N2CCC(=O)NC21/C=C/c1ccco1 (stereo unspecified) | 29 | -2 | 86 | -3 | 96 | 1 | 0.4 | 0 | 22 | 7 | 0
CC(C)CC(=O)N1CCN(C(=O)CCC2CCCC2)CC1 | 9 | -4 | 101 | 0 | 103 | 3 | 0.5 | 6 | 45 | -9 | -7
O=c1cc(CSc2n[nH]c(-c3ccncc3)n2)nc2sccn12 | 8 | -4 | 91 | -2 | 91 | 1 | -0.3 | 0 | 19 | -4 | -3
COc1cc(O)c(/C=N/NC(=O)c2ccncc2)c(OC)c1[N+](=O)[O-] | 9 | -2 | 90 | 0 | 91 | -1 | -0.6 | 0 | 19 | -3 | -2
CCOC(=O)C1CCCN(C(=O)CNC(=O)Cn2ccc3ccccc3c2=O)C1 (stereo unspecified) | 6 | -4 | 99 | -13 | 93 | 1 | 0.3 | -1 | 27 | -11 | -5
Cc1cc(C)c(NC(=O)C2CC(=O)N(Cc3ccccc3)C2)c(C)c1 (stereo unspecified) | 26 | -3 | 107 | 0 | 105 | 2 | 0.7 | 0 | 17 | -3 | -1
CN(C)c1ccc(/C=N/N=C2/SC(CC(=O)O)C(=O)N2c2ccc(O)cc2)cc1 (stereo unspecified) | 6 | -1 | 96 | -5 | 97 | -1 | -0.1 | -2 | 20 | -5 | -4
Cc1ccc(S(=O)(=O)N(CC(=O)NCCC2=CCCCC2)Cc2ccccc2F)cc1 | 4 | -5 | 110 | -4 | 111 | 4 | 1.1 | 0 | 25 | -12 | -5
CCCN(CCC)CCCNC(=O)c1cn(CC)c2ccc(S(=O)(=O)N3CCc4ccccc4C3)cc2c1=O | 22 | -4 | 104 | -6 | 101 | 0 | -0.4 | -6 | 6 | 3 | -8
CC(=O)c1sc(NC(=O)c2ccccc2F)nc1-c1ccccc1 | 23 | -8 | 101 | -4 | 104 | 2 | 0.6 | -3 | 15 | -8 | -8
COc1ccc(C/C(N)=N/OC(=O)c2ccco2)cc1OC | 12 | 0 | 104 | 1 | 99 | 2 | 0.1 | 6 | 8 | 5 | 0
C/C(=N\Nc1ncc(Cl)cc1Cl)c1cccs1 | 10 | -5 | 97 | -1 | 103 | 2 | 0.7 | -5 | 17 | -4 | -3
COc1cccc(-c2nc(CS(=O)(=O)CC(=O)NCCC(C)C)c(C)o2)c1 | 25 | -12 | 101 | -13 | 98 | 8 | 1.6 | -6 | 15 | -19 | -8
CCN1CCN(C(=O)c2cc(S(=O)(=O)Nc3ccc(S(C)(=O)=O)cc3)ccc2Cl)CC1 | 11 | -3 | ? | 0 | 97 | 0 | 1.7 | 0 | 14 | -7 | -4
CCc1cccc(C)c1NC(=S)N1CCCC1C(=O)O (stereo unspecified) | 22 | -4 | 102 | -3 | 100 | -2 | -0.1 | -6 | 15 | -6 | -7
O=C(Nc1ccc2c(c1)OCCO2)C1CCN(S(=O)(=O)c2ccc3c(c2)OCCO3)CC1 | 8 | -6 | 96 | -7 | 104 | 4 | 0.8 | -1 | 40 | -12 | -13
CCNC(=S)N/N=C/c1ccccc1[N+](=O)[O-] | 16 | 0 | 93 | -5 | 102 | 28 | 2.7 | -2 | 14 | -4 | -8
O=c1cc(CSc2ccc(Cl)cc2)nc(N2CCOCC2)[nH]1 | 10 | 2 | 103 | 2 | 101 | 1 | -0.3 | -1 | 9 | 2 | -2
O=C(O)c1ccn(Cn2cnc3ccccc32)n1 | 18 | 0 | 105 | -1 | 102 | 1 | 0.3 | 0 | 11 | 0 | -1
CC(=O)CSc1ncnc2sc3c(c12)CCC(C)C3 (stereo unspecified) | 12 | 0 | 104 | -4 | 103 | 8 | 1.2 | -1 | 14 | 0 | -13
CC(C)CCN1CCN(C2CCN(c3ccc4c(c3)OCO4)CC2)CC1CCO (stereo unspecified) | 7 | -3 | 93 | -1 | 93 | 3 | 0.8 | 0 | 16 | -2 | -6
N#Cc1c(NCCN)nc(-c2ccco2)c2c1CCCC2 | 7 | -6 | 96 | 2 | 103 | 2 | 0.7 | 0 | 26 | -7 | -11
C/C(=N\NC(=O)C1COc2ccccc2O1)c1cc2ccccc2o1 (stereo unspecified) | 25 | -2 | 102 | -5 | 103 | 5 | 1.3 | -2 | 22 | -4 | -4
COc1ccc(C(C(=O)NC2CCCC2)N(Cc2ccc(C)cc2)C(=O)c2ccn[nH]2)cc1OC (stereo unspecified) | 9 | -2 | 104 | 4 | 103 | 3 | 1.5 | 0 | 20 | 0 | 0
COC(=O)C(Cc1c[nH]c2ccccc12)N1CCS(=O)(=O)CC1 (stereo unspecified) | 6 | -1 | 96 | -1 | 99 | 4 | 0.9 | 0 | 11 | -6 | -4
O=C(N/N=C/c1ccc2c(c1)OCO2)c1cc(-c2ccccc2Cl)nc2ccccc12 | 10 | -1 | 107 | 2 | 109 | 4 | 1.0 | 2 | 24 | 0 | -3
O=C(Nc1ccc(Oc2ncccn2)cc1)c1ccco1 | 37 | -3 | 108 | -1 | 101 | 2 | 0.5 | -5 | 17 | -7 | -3
C=CCN1C(=O)/C(=C/c2ccc(O)cc2)S/C1=N/c1nccs1 | 6 | 0 | 101 | -4 | 101 | 0 | 0.2 | 0 | 10 | -1 | -3
CC(=O)c1cccc(N(C(=O)CNC(=O)c2ccco2)C(C(=O)NCc2ccco2)c2ccccc2)c1 (stereo unspecified) | 12 | -3 | 103 | -3 | 101 | 2 | 0.7 | 0 | 20 | -7 | -5
O=C(COC(=O)c1ccccc1Nc1ccccc1)NCc1ccco1 | 7 | -8 | 98 | -12 | 100 | 1 | 0.0 | 2 | 39 | -13 | -6
COc1ccc(NC(=O)c2cc(-c3ccc(OC)c(OC)c3)on2)cc1OC | 27 | -2 | 101 | 0 | 107 | 0 | 0.1 | -1 | 19 | 0 | 0
CCN1CCCC1CN(Cc1cc2ccc(C)cc2[nH]c1=O)C(=S)Nc1cccc(OC)c1 (stereo unspecified) | 14 | -13 | 103 | -6 | 102 | 0 | 2.7 | 0 | 15 | -8 | -9
CCC(=O)Nc1ccc(C(=O)Nc2ccc(OC)cc2[N+](=O)[O-])cc1 | 11 | -3 | 99 | -3 | 104 | 36 | 0.7 | -9 | 10 | -1 | -4
O=C(Cc1ccc(F)cc1)NC1CCSC1=O (stereo unspecified) | 14 | 0 | 105 | 0 | 102 | -1 | -0.3 | -1 | 15 | -5 | -6
Clc1ccc(Sc2ccc(/C=N/n3cnnc3)o2)cc1 | 7 | -3 | 105 | 1 | 106 | 2 | 0.6 | -4 | 20 | 0 | -4
CCCCC(=O)Nc1ccc(C(=O)Nc2nc(CC(=O)OCC)cs2)cc1 | 10 | -9 | 98 | -7 | 76 | 2 | 0.5 | -1 | 33 | -12 | -9
Cn1c(C(=O)OCC(=O)NCc2cccs2)cc2sccc21 | 7 | -6 | 108 | -5 | 108 | 1 | 0.0 | 0 | 16 | -11 | -4
CCNC(=O)c1ccc2c(c1)C1C3CCC(C3)C1C(c1ccccc1)N2 (stereo unspecified) | 2 | -4 | 102 | -4 | 99 | 12 | 2.1 | -1 | 12 | 0 | -6
CCC(=O)Nc1cccc(NC(=O)c2ccc3c(c2)OCO3)c1 | 19 | 2 | 105 | 3 | 111 | -4 | -6.0 | 0 | 27 | -3 | 1
CN1C(=O)CC(N2CCN(C(=O)CN3CCCC3)CC2)C1=O (stereo unspecified) | 5 | -11 | 97 | -22 | 101 | 2 | 0.1 | 4 | 50 | -9 | -12
Cc1ccc(C(=O)N2CC(C)OC(C)C2)c(Cl)c1 (stereo unspecified) | 21 | -7 | 98 | -4 | 100 | 5 | 0.7 | -1 | 24 | -15 | -6
CCn1cc(CNC(=O)CC2C(=O)NCCN2CC(c2ccccc2)c2ccccc2)cn1 (stereo unspecified) | 3 | -3 | 98 | -3 | 101 | 2 | -0.1 | -2 | 11 | -7 | -6
COc1cccc(-c2cc3nc4c(c(NCC(C)(C)CN(C)C)n3n2)CCCC4)c1 | 11 | -2 | 100 | -2 | 99 | 4 | 1.3 | -3 | 13 | -3 | -3
CN1CCc2nc(NC(=O)c3cccc(OC(F)F)c3)sc2C1 | 5 | -8 | 101 | 3 | 90 | 5 | -0.4 | 0 | 47 | -10 | -9
Next part:
SMILES | Avidin fluor | Bim-Bcl-2 | RGS7-Gao reg | Bcl-XL Bim block | RGS4-Gao reg | ABCG2 block | ABCB1 block | Bcl-W Bim block | GSH fluor | Bfl-1 Bim block | Bcl-B Bim block
COc1ccc(-n2ccnc2SCC(=O)NCc2ccc(F)cc2)c(OC)c1 | 12 | -1 | 99 | -1 | 99 | 7 | 1.8 | 1 | 15 | -6 | -6
CNc1cc(N2CCCCCC2)ccc1[N+](=O)[O-] | 9 | -1 | 103 | -3 | 100 | 8 | 1.3 | 0 | 9 | -1 | 0
CCn1cc(-c2nnnn2-c2ccc(Cl)cc2)c(=O)c2ccccc21 | 13 | 0 | 99 | 1 | 101 | 1 | 0.2 | 1 | 22 | 0 | 1
CCOC(=O)c1c(-c2ccc(F)cc2)csc1NC(=O)CCN1CCOCC1 | 20 | -10 | 96 | -6 | 96 | 34 | 0.6 | -2 | 15 | -8 | -8
Cc1ccc(COc2ccsc2C(=O)NN)cc1 | 10 | -2 | 95 | 0 | 98 | 2 | 0.0 | -3 | 17 | -6 | 0
CCCn1c(SCc2ccccn2)nc2c1c(=O)n(C)c(=O)n2C | 1 | 3 | 77 | -9 | 71 | 4 | 3.6 | -4 | 40 | 0 | -1

3 of the entries above in order of their number in Bfl-1 Bim block, low to high:
| Molecule | Bfl-1 Bim block |
| --- | --- |
| CC(=O)c1sc(NC(=O)c2ccccc2F)nc1-c1ccccc1 | -8 |
| CCn1cc(CNC(=O)CC2C(=O)NCCN2CC(c2ccccc2)c2ccccc2)cn1 (stereo unspecified) | -7 |
| O=C(NCc1cccs1)c1cc(-c2ccccc2)on1 | 0 |
